# TROY NFkB inh: TROY signaling inhibition; hit rate 0.98% among 360,000; Q293 LMP1-TROYcd NF-kB luciferase reporter, 4 h; inhibition, % at 10 µM;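 active means compounds whose plate-normalised and pattern-corrected inhibition of the luciferase reporter signal at the single screening dose is 50% or more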
# TRAIL sens C8: caspase-8 TRAIL sensitization | NB7+C8 cells + TRAIL, ATPlite viability luminescence | inhibition (viability loss, TRAIL sensitization), % at 10 µM | AID 624354 | hit rate 1% among 360,000;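 active means compounds causing at least 50% loss of cell viability in the single-dose screen, relative to plate controls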
# SRC1 inh: inhibits human SRC1 coactivator; Q15788; HEK293 GAL4-SRC1 luciferase reporter, luminescence; inhibition, % at 3.6 µM; hit rate 0.12% among 360,000; AID 588354;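 active means inhibition above the campaign mean plus 3 SD, with each screening campaign given its own cutoff, cut at about 60% in these data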;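 further: 0% = DMSO treated cells and 100% = gossypol at 36 µM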
# NR2F2 inh: inhibitors of human COUP-TFII (NR2F2); P24468; HEK293T NGFI-A luciferase reporter, luminescence; inhibition, % at 8.6 µM; hit rate 0.7% among 370,000;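 active means inhibition above a per-plate cutoff, mean inhibition of test wells between control levels plus 3 SD, cut at about 38% in these data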;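 further: cells cotransfected with COUP-TFII expression vector driving the NGFI-A reporter; 0% = median of COUP-TF2 test wells and 100% = reporter-only cells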
# Target sequence (P24468 whole entry, looked up): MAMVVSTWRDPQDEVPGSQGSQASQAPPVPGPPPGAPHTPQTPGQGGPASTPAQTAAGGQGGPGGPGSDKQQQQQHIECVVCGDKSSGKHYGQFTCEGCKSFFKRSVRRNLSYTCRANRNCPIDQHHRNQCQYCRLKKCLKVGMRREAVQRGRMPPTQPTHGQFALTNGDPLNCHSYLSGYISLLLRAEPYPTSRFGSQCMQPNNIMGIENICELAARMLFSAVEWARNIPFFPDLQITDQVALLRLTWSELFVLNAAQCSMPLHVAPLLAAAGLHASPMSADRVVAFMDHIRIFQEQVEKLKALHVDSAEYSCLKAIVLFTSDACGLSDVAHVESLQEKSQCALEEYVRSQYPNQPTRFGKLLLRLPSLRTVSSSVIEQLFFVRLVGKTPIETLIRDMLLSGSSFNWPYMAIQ
# LMP1 NFkB inh: Epstein-Barr LMP1 NF-kappaB reporter inhibition. AID 504558. inhibition, % at 12.5 µM. hit rate 0.69% among 350,000. LMP1-induced NF-kappaB luciferase reporter cells, luminescence; in the data active means inhibition above about 41%; inconclusive means no clear call, values can overlap the other calls;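 further: 0% = neutral control wells and 100% = reference inhibitor control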
# NOD2-RIPK2 inh: inhibitors of human NOD2-RIPK2 interaction | O43353 | CHO BLA complementation NOD2-RIPK2, CCF4 ratio | inhibition, % at 4.98 µM | hit rate 0.38% among 360,000 | AID 624267; in the data active means inhibition above about 21%;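 further: 0% = vehicle only and 100% = reference blocker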
# Target sequence (O43353 whole entry, looked up): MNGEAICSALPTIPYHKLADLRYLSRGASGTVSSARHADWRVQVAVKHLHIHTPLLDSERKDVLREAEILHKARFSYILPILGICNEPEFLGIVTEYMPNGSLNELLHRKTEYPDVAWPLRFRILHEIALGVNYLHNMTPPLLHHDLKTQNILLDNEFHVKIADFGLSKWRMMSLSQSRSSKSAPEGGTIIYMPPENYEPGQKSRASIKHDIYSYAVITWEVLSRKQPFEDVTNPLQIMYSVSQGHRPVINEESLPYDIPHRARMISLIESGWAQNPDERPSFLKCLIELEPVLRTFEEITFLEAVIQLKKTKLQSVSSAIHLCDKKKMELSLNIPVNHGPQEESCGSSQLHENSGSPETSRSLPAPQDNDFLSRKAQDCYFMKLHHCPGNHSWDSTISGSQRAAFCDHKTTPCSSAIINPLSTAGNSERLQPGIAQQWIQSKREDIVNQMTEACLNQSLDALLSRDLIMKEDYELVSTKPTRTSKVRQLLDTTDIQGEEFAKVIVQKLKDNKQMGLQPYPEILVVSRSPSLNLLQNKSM
# TLR9-MyD88 inh: TLR9-MyD88 interaction inhibition | Q9NR96+Q99836 | CHO BLA complementation TLR9-MyD88, CCF4 FRET ratio | inhibition, % at 4.98 µM | AID 504734 | hit rate 0.21% among 340,000;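 active means inhibition above the mean over all tested compounds plus 3 SD, cut at about 21% in these data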;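 further: 0% = DMSO only wells and 100% = clavulanate BLA inhibitor control wells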
# SRC2 inh: inhibits human steroid receptor coactivator 2; Q15596; HEK293 GAL4-SRC2 luciferase reporter, luminescence; inhibition, % at 9 µM; hit rate 0.17% among 370,000; AID 651957;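 active means inhibition above the mean inhibition of all tested compounds plus 3 SD, set per campaign, cut at about 52% in these data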;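 further: 0% = DMSO treated cells and 100% = cells given Gossypol at 36 µM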
# TWEAK-Fn14 inh: inhibitors of TWEAK-Fn14 interaction signaling. TWEAK-stimulated Fn14 reporter cells, luciferase luminescence, 8 h. inhibition, % at 10 µM. hit rate 2% among 360,000. AID 1159606; in the data active means inhibition above about 50%
# LRH-1 inv ag: NR5A2 inverse agonism in reporter assay | O00482 | HEK293T StAR-luciferase reporter, LRH-1 transfected, 24 h | inhibition, % at 3.6 µM | hit rate 0.13% among 360,000;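 active means inhibition above the mean inhibition of all tested compounds plus 3 SD, cut at about 73% in these data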;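 further: 0% = DMSO wells and 100% = reporter-only cells lacking LRH-1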
# SRC3 inh: human NCOA3 inhibition; Q9Y6Q9; HEK293 GAL4-SRC3 luciferase reporter, luminescence; inhibition, % at 3.6 µM; hit rate 0.17% among 360,000;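 active means inhibition above a per-campaign cutoff, the mean of all compounds plus 3 SD, cut at about 60% in these data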;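 further: 0% = DMSO-treated cells and 100% = gossypol-treated cells at 36 µM; higher means less SRC3-driven luciferase light from the GAL4 reporter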
# Numbers without * were called inactive; u = inconclusive; x = not tested or not shown.
Structure	TROY NFkB inh	TRAIL sens C8	SRC1 inh	NR2F2 inh	LMP1 NFkB inh	NOD2-RIPK2 inh	TLR9-MyD88 inh	SRC2 inh	TWEAK-Fn14 inh	LRH-1 inv ag	SRC3 inh
CC(C)(C)C(=O)Nc1ccc(C(=O)CN2C(=O)NC3(CCOc4ccccc43)C2=O)cc1 (stereo unspecified)	-6	6	-18	-8	3	-5	12	-8	-10	4	-1
NCC(O)CN1CCN(Cc2ccccc2)CC1 (stereo unspecified)	0	-2	10	-22	-1	4	-3	-21	7	-10	10
CCNc1nc(NC(C)C)nc(Oc2ccc(/C=N/O)cc2)n1	-6	7	0	6	-4	-2	3	9	-6	-3	5
FC(F)Oc1ccc(NC(=S)NCc2ccccc2)cc1Cl	37	1	-6	1	-7	-3	-4	-18	24	12	28
CC(CN1CCCCC1)NC(=O)c1cc(-c2ccccn2)nc2ccc(Cl)cc12 (stereo unspecified)	1	-1	0	-4	-4	-15	7	-16	-13	13	-2
Cc1ccc2cc(CN(Cc3ccc4c(c3)OCO4)Cc3nnnn3Cc3ccco3)c(=O)[nH]c2c1C	18	4	-22	7	9	5	-10	-3	2	7	-15
Cn1c(SCC(=O)NC2CCCCC2)nnc1-c1cccnc1	-7	14	1	-5	5	-9	7	-11	21	20	5
N#CC1CCCc2c1[nH]c1ccc([N+](=O)[O-])cc21 (stereo unspecified)	-9	8	-9	26	0	-18	x	33	-43	-19	27
CCc1nnc(NC(=O)CSc2ncc(-c3ccccc3)n2CC)s1	19	0	-2	1	-14	-3	5	9	-6	-6	-1
CC1(C(=O)NS(=O)(=O)c2ccc(F)cc2F)CCN1C(=O)CC1CCCCC1 (stereo unspecified)	0	-6	-11	-15	x	-4	x	18	-1	17	2
O=C1C(c2cc(=O)c3ccccc3[nH]2)=C(O)c2ccccc21	-30	70*	-88	-28	-30	6	3	-32	41	-120	-41
O=c1oc(-c2ccccc2[N+](=O)[O-])nc2ccccc12	-11	-5	9	3	-8	-6	-16	-17	7	8	7
CC(C)(C)OC(=O)N/N=C/c1ccc(C(=O)O)cc1	-21	-15	-16	-10	-1	0	-5	-21	-5	-26	-15
O=C(O)c1ccc(Cl)c(S(=O)(=O)Nc2ccc3[nH]c(=O)[nH]c3c2)c1	-13	-47	2	5	7	-4	3	16	15	-16	0
O=C(COC(=O)CSc1ccc(Cl)cc1)Nc1ccccc1	4	3	1	18	1	-13	-12	-8	-7	-12	-19
FC(F)(F)COc1nc(N2CCCCC2)nc(N2CCNCC2)n1	-47	2	0	4	-4	-10	-9	-3	1	23	-31
CCn1ccc(C(=O)Oc2ccc(Cl)cc2)n1	-45	-1	-15	13	-5	-1	4	-4	2	14	11
COC(=O)Cc1ccc(NC(=S)NC2CC2)cc1	-6	-13	-3	12	-1	-16	-2	-5	4	-17	-10
COc1cccc(NC(=O)c2cnn(-c3ccccc3)c2C)c1	-13	48	-124	-4	2	12	-4	-24	30	-148	-121
Cc1ccnc2nc(C(=O)OCC(=O)Nc3ccc4c(c3)OCCO4)nn12	4	0	-4	-3	0	-2	-2	-51	-15	7	-7
Cc1ccc(Nc2nnns2)cc1	-15	0	6	7	-8	-6	-5	7	36	13	8
Cc1csc(=O)n1CCC(=O)OC(C)C(=O)NCc1ccccc1 (stereo unspecified)	0	-6	-9	0	-1	-7	-6	-23	16	-17	-2
CC1CCCCN1C(=O)COC(=O)c1cc(-c2cccs2)nn1-c1ccccc1 (stereo unspecified)	-14	-8	1	0	-13	17	-5	7	-4	0	8
Cc1ccc2oc(=O)n(Cc3ccccc3)c2c1	-1	7	3	-7	-14	-7	-9	0	-4	-1	4
O=C1CN(C(=O)COc2ccc(F)cc2Cl)c2ccccc2N1	-16	-22	-10	17	2	1	-4	-19	19	-12	1
CCOCCCNC(=O)CN1C(=O)/C(=C\c2ccc(C)cc2)Sc2ccccc21	-10	-1	4	-3	69*	-3	-6	-1	24	-4	17
N#Cc1ccc(NC(=O)NN2CCCCCC2)cc1	-43	-5	0	-10	6	3	-4	-19	-12	-19	4
COc1ccc(OCCN2C(=O)c3cccc(N)c3C2=O)cc1	-21	-12	-65	-28	-21	14	2	-46	-18	-79	-35
CN(C)C(CNC(=O)CCCN1C(=O)c2cccc3cccc(c23)C1=O)c1ccccc1 (stereo unspecified)	0	6	5	20	-2	-10	4	20	-4	2	1
N#CCCN(C(=O)CSc1nc2nc(-c3cccs3)cc(C(F)(F)F)c2c(=O)[nH]1)c1ccccc1	24	-6	-3	-10	1	3	6	0	-2	4	10
COc1cccc2c1OCC(C(=O)Nc1nccs1)=C2	-25	30	-98	-22	-38	14	14	-66	11	-157	-86
Nc1[nH]n2c(=O)cc(-c3ccccc3)nc2c1N=Nc1ccc(S(N)(=O)=O)cc1	-20	11	-2	5	3	-14	-1	13	-1	4	14
CN(C)c1ccc(NC(=O)N2CCOCC2)cc1	-24	6	-26	-23	-17	-10	-4	-41	4	-7	-41
COc1ccc(CNS(=O)(=O)c2cc3c4c(c2)CCN4C(=O)CC3)cc1	18	-12	14	-8	9	0	-4	6	14	-11	10
Cc1c(N=Cc2c(O)n(Cc3ccco3)c(=O)c3ccccc23)c(=O)n(-c2ccccc2)n1C	11	0	6	19	-13	0	-3	-16	8	17	7
Cc1ccc(C(=O)O/N=C(\N)c2ccccn2)c(Cl)c1	86*	91*	36	78*	83*	-13	0	77*	105*	50	57
CC(=O)N1CCc2cc(S(=O)(=O)CCC(=O)NCc3cccs3)ccc21	-13	-14	4	10	-4	-7	2	-8	-5	-2	-7
COc1ccc(OC)c(S(=O)(=O)Nc2ccc(-c3ccc4nncn4n3)cc2)c1	3	66*	7	-14	17	-7	3	-25	4	10	8
CCN(Cc1nc2cc(Cl)ccc2c(=O)[nH]1)C(=O)COc1ccccc1Cc1ccccc1	18	10	-6	4	-5	-11	-8	2	16	-7	-4
CN1CCN(S(=O)(=O)c2cccc([N+](=O)[O-])c2)CC1	-1	-5	-11	x	5	-7	-6	x	-2	-8	2
CCOc1cnn(-c2ccccc2)c(=O)c1Cl	-15	0	-30	-9	-1	3	-2	-15	4	5	-2
COc1ccc(C2(C)NC(=O)N(CC(=O)NCc3ccccc3)C2=O)cc1OC (stereo unspecified)	11	-4	6	6	6	0	-5	9	-13	19	2
COc1ccc(C(=O)Nn2c(C)nc3ccccc3c2=O)cc1OC	59*	4	13	9	7	-4	1	-31	-8	15	11
CC(C)(C)OC(=O)NCc1ccc(NC(=O)c2nc[nH]c2C(=O)NCCNC(=O)c2[nH]cnc2C(=O)Nc2ccc(CNC(=O)OC(C)(C)C)cc2)cc1	30	88*	9	x	-82	4	-5	x	43	-4	3
CCCOC(=O)c1c(NC(=O)CSc2nc(-c3ccco3)cc(C(F)(F)F)n2)sc(C(=O)OC)c1C	10	9	8	-9	21	-13	-12	6	7	-2	4
COc1ccc(CNC(=O)N2CCN(S(=O)(=O)c3ccccc3)CC2)cc1	7	-1	-2	-15	-8	-5	-20	-1	0	17	-7
CC(=O)Cc1nsc(Nc2cccc(C)c2)n1	-40	-11	-6	-48	-1	-2	2	-10	-5	-27	-12
CC(C)(C)c1csc(NC(=O)c2ccccc2O)n1	33	39	-113	-20	-3	-4	2	-21	26	-87	-82
COc1ccc(CCCNC(=O)C2(C)Cc3c(-c4cccc(C(N)=O)c4)ccnc3O2)cc1 (stereo unspecified)	10	0	15	-3	x	9	x	-28	17	29	-4
CN(CCO)c1cnccn1	-10	-7	-17	17	5	4	-1	-25	13	-10	5
CCC(=O)N1c2ccccc2NC2=C(C(=O)CCC2)C1c1ccc(N(C)C)cc1 (stereo unspecified)	19	-18	-5	3	-6	-3	-5	-17	-9	-5	-26
COCCNC(=S)N(CCc1c(C)[nH]c2ccc(F)cc12)Cc1cccs1	7	-3	8	14	-3	-6	2	-2	12	-1	1
CC1(C(=O)NS(=O)(=O)c2ccc(C#N)cc2)CCN1C(=O)C1CCCCC1 (stereo unspecified)	11	6	5	3	x	-3	x	-14	14	14	-22
CN(C)Cc1c(C(=O)N/N=C/c2cccnc2)nnn1-c1nonc1N	-14	-5	-9	15	-10	5	4	-26	-1	13	22
CC(Oc1cccc(Cl)c1)C(=O)Nc1cc(Cl)ccc1N1CCOCC1 (stereo unspecified)	7	4	0	7	-2	-10	5	-16	3	10	0
O=C(C1CC1)N1CCN(c2ccnc3cc(Cl)ccc23)CC1	23	-6	-2	23	28	-12	1	-1	-8	1	-5
CCCNc1nc(Nc2ccc(C)c(Cl)c2)c2cnn(C)c2n1	15	-4	12	9	-1	2	5	-3	33	13	-10
CNC(=S)N(Cc1cccs1)Cc1cc2cc(OC)ccc2[nH]c1=O	3	-6	-5	12	1	8	-3	21	19	-11	20
COc1ccc(NC(=O)CSc2nnc3ccc(-c4cccnc4)nn23)cc1OC	-30	-11	-18	-23	-4	1	9	-35	-9	47	6
O=C(Nc1ccccc1C(F)(F)F)c1ccccc1Br	7	-3	7	24	2	-1	12	-14	14	-17	-9

# Remaining list, next part
Structure	TROY NFkB inh	TRAIL sens C8	SRC1 inh	NR2F2 inh	LMP1 NFkB inh	NOD2-RIPK2 inh	TLR9-MyD88 inh	SRC2 inh	TWEAK-Fn14 inh	LRH-1 inv ag	SRC3 inh
N#Cc1ccccc1OCC(=O)N1N=C(c2cccs2)CC1c1ccco1 (stereo unspecified)	-10	-5	-21	-8	-5	-3	1	-42	1	-28	-5
COc1cccc(N2CCN(c3nc(C)cc(=O)[nH]3)CC2)c1	0	-16	19	5	-10	-1	10	11	-30	-7	-10
Cc1ccc(/C=N/NC(=O)CSc2nnc(-c3ccccc3)n2-c2ccc(Cl)cc2)o1	4	-22	-19	1	-13	-3	0	-4	10	-6	8
Nc1csnc1C(=O)O	-22	-10	9	14	-1	-6	5	14	-10	-5	2
Nc1nc2ccccc2n1C(=O)c1ccccc1	35	77*	-94	-16	u	4	-4	-13	78*	-202	-50
Cc1cccc(N2C(=O)CN(Cc3cccs3)C2=S)c1	20	1	-6	18	-17	-10	-14	6	22	4	5
NC(=O)c1c(NC(=O)COC(=O)c2ccc(O)c(Cl)c2)sc2c1CCCC2	9	-21	-4	-5	0	5	-1	-14	-8	-14	-12
CC(=O)c1cc(-c2nc3ccccc3n2C)n(C)c1	14	1	-3	1	-6	1	-3	-14	3	-2	18
CCOC(=O)C1=CCC(c2ccccc2)N(S(=O)(=O)c2ccccc2C)C1 (stereo unspecified)	-10	-12	16	11	x	-4	x	-46	11	-5	-17
NC(=O)c1ccc(NC(=O)c2cc(S(=O)(=O)N3CCCCC3)ccc2N2CCOCC2)cc1	-2	-4	-8	-7	-2	-5	3	1	-10	17	5

# These rows are one share of the data; the hit share may differ from the screen's.
